# Compound activity deposited in PubChem by Sanford-Burnham Center for Chemical Genomics.
# tim10-1 inh: inhibits growth of tim10-1 mutant yeast; inhibition, % at 20 µM; hit rate 2.2% among 330,000; S. cerevisiae tim10-1 ts strain growth, BacTiter-Glo, 24 h;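 active = inhibition of at least 40%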;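 also: mutant grown at 25 °C; 0% = DMSO wells with yeast and 100% = wells holding no yeast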
# APJ agonist: agonists of human APJ apelin receptor; hit rate 0.11% among 330,000; activation, % at 20 µM; P35414; CHO-K1 APJ PathHunter beta-arrestin, luminescence; 0% DMSO wells, 100% apelin;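 active = activation more than six SD over the plate average, tested at 20 µM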;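 also: 0% = DMSO alone and 100% = apelin-13 at 10 nM; some results filed as inactive read as strong as hits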
# Target sequence (P35414 whole entry, looked up): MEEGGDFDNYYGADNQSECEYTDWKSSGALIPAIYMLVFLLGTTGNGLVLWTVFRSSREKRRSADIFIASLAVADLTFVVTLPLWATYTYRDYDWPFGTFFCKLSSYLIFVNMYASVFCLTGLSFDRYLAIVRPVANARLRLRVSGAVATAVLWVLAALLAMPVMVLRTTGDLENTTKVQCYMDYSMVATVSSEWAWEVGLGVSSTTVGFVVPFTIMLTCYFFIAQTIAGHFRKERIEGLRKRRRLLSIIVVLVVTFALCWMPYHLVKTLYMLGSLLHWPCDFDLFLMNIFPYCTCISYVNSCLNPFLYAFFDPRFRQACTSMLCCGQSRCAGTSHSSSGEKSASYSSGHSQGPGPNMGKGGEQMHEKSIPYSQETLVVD
#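 Test system – PathHunter CHO-K1 APJ (AGTRL-1) beta-arrestin reporter cells · Input – 1000 cells/well · Compound – single test compound dose, 20 µM final, 1% DMSO · Times – compound stimulation 90 min at 25 °C, detection 60 min · Technique – beta-gal luminescence · Read-out basis – APJ–arrestin association signal · Control set – negative DMSO alone, positive Apelin-13 at 10 nM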
# tim23-1 inh: inhibits growth of tim23-1 mutant yeast; S. cerevisiae tim23-1 growth, BacTiter-Glo luminescence, 24 h; inhibition, % at 20 µM; hit rate 1.3% among 330,000; AID 463212;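 active = growth inhibition of the mutant yeast at or above 50%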;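 also: temperature-sensitive mutant grown at 25 °C; plate controls were DMSO-treated mutant yeast for no effect and medium wells lacking yeast for full effect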
# CHOP UPR activ: activators of apoptotic arm of unfolded protein response (CHOP) | CHO-CHOP luciferase reporter, UPR activation, luminescence; percent of tunicamycin response over DMSO baseline | activation, % at 10 µM | hit rate 0.34% among 330,000;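 active = at 10 µM dose, activation of 40% or more, normalized to positive control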;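 also: 100% = tunicamycin at 10 µg/mL and 0% = DMSO alone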
#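 Assay system: CHO-CHOP cells, stable luciferase reporter of PERK-eIF2a-CHOP signalling / Buffer or medium: F12 plus 10% serum / Compound dosing: one dose, 10 µM in 0.5% DMSO / Times: 6 h compound treatment, 37 °C / Technique: luciferase luminescence / Read-out: % reporter activation, DMSO baseline versus tunicamycin full activation / Benchmarks: tunicamycin and DMSO controls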
# NLRP3 yeast inh: blocks the NALP3 inflammasome reconstituted in yeast; Yeast reconstituted NLRP3/ASC/caspase-1, beta-gal luminescence, 24 h; inhibition, % at 10 µM; hit rate 0.39% among 330,000;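 active = inhibition of 50% or more; inactive = inhibition below 50%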;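 also: plate controls were induced DMSO wells for no effect and uninduced yeast grown without galactose for full effect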
# XBP1 UPR activ: activators of adaptive arm of unfolded protein response (XBP1); CHO-XBP1 luciferase reporter, IRE1-XBP1 UPR activation, luminescence; percent of tunicamycin response, DMSO as zero; activation, % at 20 µM; hit rate 0.33% among 330,000;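 active = versus positive control, 20 µM dose yields 30% or more activation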;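 also: 100% = tunicamycin at 10 µg/mL and 0% = DMSO only wells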
#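 Material: CHO cell line with stable XBP1 luciferase reporter; schedule: 16-18 h cell attachment at 37 °C, then 6 h compound exposure; signal: glow luminescence from Steady-Glo reagent; medium: serum-containing F12 medium, 10% FBS; benchmarks: tunicamycin 10 µg/mL and vehicle-only wells; read-out: percent activation relative to tunicamycin reference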
# NR3A LBD binder: modulators (binders) of human NR3A ligand-binding domain. NR3A LBD differential scanning fluorimetry, Tm shift; 0% = protein alone, 100% = glycine-bound protein. Tm shift relative to glycine control, % at 25 µM. hit rate 2.5% among 340,000;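 active = melting temperature shift of at least 10% of the positive control shift, at one fixed dose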
# TIM10 inh: TIM10 yeast growth inhibition; S. cerevisiae TIM10 strain growth, BacTiter-Glo luminescence, 24 h; inhibition, % at 10 µM; hit rate 1.4% among 330,000; AID 463195;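 active = inhibition of 40% or more at the single tested concentration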;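 also: wild-type TIM10 isogenic control strain grown at permissive 25 °C; 0% = DMSO yeast wells and 100% = minimal medium wells without yeast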
# Mdm2-MdmX inh: disrupts the human Mdm2-MdmX interaction; hit rate 3% among 330,000; inhibition, % at 8 µM; O15151+Q00987; AID 485346; SaOS-2 split-luciferase Mdm2/MdmX complementation, luminescence;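 active = inhibition of at least 50% at 8 µM in the primary screen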
# The depositor's hits bear a star; nt = not tested or not shown.
SMILES,tim10-1 inh,APJ agonist,tim23-1 inh,CHOP UPR activ,NLRP3 yeast inh,XBP1 UPR activ,NR3A LBD binder,TIM10 inh,Mdm2-MdmX inh
COc1ccc(NC(=O)CN(C)C(=O)C2CSC3(C)CCC(=O)N23)cc1 (stereo not given),-25,-2,-25,1.9,2,-3,3,-3,9
O=C(CC1SCCNC1=O)Nc1cc(Cl)cc(Cl)c1 (stereo not given),7,-1,17,-1.9,25,-1,-1,4,0
Cc1cc(/C=C2\SC(=O)NC2=O)c(C)n1-c1ccc(N(C)C)cc1,-9,-3,-3,5.7,21,4,4,-6,-23
O=C(Nc1ccc(N2CCOCC2)cc1N1CCOCC1)c1ccc([N+](=O)[O-])cc1Cl,18,14,6,-0.9,13,-7,1,-2,10
CCOc1ccc(CCNC(=O)CSC(=S)N2CCCC2)cc1OCC,23,-5,30,3.6,23,0,-1,16,23
O=C1CC2(CON=C2c2ccc(F)cc2)C(=O)N1c1ccc(F)cc1 (stereo not given),1,-4,-3,1.2,-10,-2,-1,-3,38
CCOC(=O)c1cnc(SC)nc1Sc1ccccc1Cl,8,-6,21,1.2,17,-2,20*,12,11
COc1ccc(/C(C)=N/NC(=O)C2CC2)cc1,-14,-1,16,0.7,8,10,-1,5,15
COc1cccc(NC(=O)c2cnc(SC)nc2C)c1,7,-3,11,2.4,13,-5,2,-19,18
O=C(NC1CCN(Cc2ccccc2)CC1)c1ccccc1OCc1ccccc1,17,-5,17,0.5,18,-8,-2,8,3
COc1ccc(CCn2cnc3c([nH]c4ccccc43)c2=O)cc1,-3,-2,5,0.4,14,0,0,-5,23
N#Cc1ccc(C23OCCN2CCn2nc4ccccc4c23)cc1 (stereo not given),1,-1,10,-2.1,9,1,0,12,-3
COc1cccc(C(=O)NNC(=O)c2cccc(F)c2)c1,-28,-2,-12,2.6,19,0,3,-5,4
CC(C)Oc1ccc(CNC(=O)c2ccc3nc(N4CCOCC4)sc3c2)cc1,6,-1,-1,-1.3,27,-1,-3,4,-6
OC(COCc1ccc(Cl)cc1)CN1CCN(CC(O)COCc2ccc(Cl)cc2)CC1 (stereo not given),-4,-5,-60,2.1,3,2,3,-3,34
CCC(C)(C)C1CCC2(CC1)NC(=O)N(CC(=O)N(C)CCOc1ccc(Cl)cc1)C2=O (stereo not given),10,10,13,0.5,-6,-1,2,9,22
CCOc1cc(CNCCc2ccc(S(N)(=O)=O)cc2)ccc1OCC(=O)NC1CCCCC1,-11,2,-3,1.2,0,0,0,-4,4
CCCNC(=O)c1c[nH]c2ccc(S(=O)(=O)N(C)c3ccc(OCC)cc3)cc2c1=O,22,8,15,-4.9,9,0,-22,-5,24
CCOc1ccc2nc(Cl)c(C3CC(c4ccccc4)=NN3C(=O)c3ccco3)cc2c1 (stereo not given),11,1,2,124*,13,122*,nt,-5,56*
CCOC(=O)c1c(C)[nH]c(C(=O)COC(=O)C2CC(=O)N(Cc3ccccc3)C2)c1C (stereo not given),21,0,3,1.5,0,-1,-1,24,6
Cc1ccc(S(=O)(=O)Nc2ccccc2F)cc1C(=O)NCCCN1CCCC1=O,12,-1,-2,1.2,-6,1,-1,0,-25
c1ccc(CCNc2cnccn2)cc1,17,-2,-3,2.2,1,9,1,-2,-7
Cc1cccc(N(CC(=O)Nc2cccnc2)S(C)(=O)=O)c1,2,0,15,-0.6,13,-1,-3,-17,-8
COc1ccccc1C(OC(=O)c1cccs1)C(=O)NCC1CCCO1 (stereo not given),21,0,13,-1.0,-1,-4,-5,-4,13
O=C1C2CC=CCC2C(=O)N1c1ccc(NCCc2ccccc2F)c([N+](=O)[O-])c1 (stereo not given),-2,-1,-6,3.9,17,-3,-10,5,-2
CCN(CC)c1ncnnc1-c1ccccc1,23,-1,9,-0.4,5,-2,-6,-11,7
CCC(C)(C)NC(=O)C(c1ccccc1F)N(C(=O)c1ccn[nH]1)c1ccccc1 (stereo not given),11,2,32,-3.1,6,-1,2,-19,27
COc1ccc(Nc2nc3nonc3nc2N2CCCCC2)cc1,15,-5,30,-0.7,-9,-1,-2,8,-18
CCOC(=O)c1ccc(CS(=O)c2ccc(Cl)cc2)o1 (stereo not given),12,-4,14,1.1,-6,2,0,-1,10
O=C(O)c1ccccc1NCc1ccco1,3,-1,11,-1.1,14,-5,-5,-14,9
CCOC(=O)c1nn(-c2ccccc2C)c(=O)cc1OCC(=O)Nc1cccc(OC)c1,1,1,15,0.1,16,-2,1,-3,1
Nc1ccc(Cl)c(-c2nc3ncccc3o2)c1,-1,-2,-1,2.5,14,4,0,8,5
COc1ccc(OC)c(CNc2ccc(F)c(Cl)c2)c1,10,-2,15,1.7,20,-5,-31,19,27
Oc1ccc(-c2nnc(-c3ccc(O)cc3)nn2)cc1,17,-7,-2,6.9,13,2,7,2,-152
CC(C)Cn1c(SCC#N)nc2ccccc2c1=O,-14,-13,-26,-0.7,6,4,1,-5,2
COc1cccc(N(C(=O)CNC(=O)c2ccco2)C(C(=O)NC2CCCCC2)c2ccncc2)c1 (stereo not given),9,-8,4,0.0,-1,-1,1,-3,3
Cc1nc(NC(=O)c2ccco2)sc1C(=O)Nc1ccc(Br)cc1,33,-4,18,0.1,28,1,15*,19,9
COC(=O)C(C)n1nc(C)n(-c2ccc(C)cc2)c1=O (stereo not given),7,-1,13,-0.6,8,-1,1,2,1
S=C(Nc1cccc(Cl)c1)NC1CCCCC1,26,6,16,0.0,28,37*,-1,14,8
Cc1cc(C)cc(NC(=O)NCC2CCN(Cc3cc(C)ccc3C)CC2)c1,-6,0,17,1.3,5,4,-1,14,50*
CCCCNC(=O)c1cn(CC)c2ccc(S(=O)(=O)N3CCCC3)cc2c1=O,-2,-7,3,0.4,7,-6,1,0,24
Cc1cc(C(=O)CCl)c(C)n1CCc1ccccc1,36,3,66*,196*,-116,6,-1,37,74*
CCOc1cccc(C(=O)Nc2ccc(N(CC)CC)cc2)c1,26,-5,35,3.6,29,2,-2,23,7
O=C(Nc1ccc(F)cc1)c1ccc(-n2cncn2)c([N+](=O)[O-])c1,-6,0,0,-0.9,17,0,0,-1,11
N#CC[C@H](Cc1ccccc1)N1CCN(CCc2ccccc2)CCC1=O,9,-5,12,2.9,0,-1,-1,6,14
Cn1nc(C(=O)OCC(=O)Nc2cccc(S(=O)(=O)N3CCCC3)c2)c2ccccc2c1=O,-5,-3,10,1.5,8,-4,-1,-16,17
CCCn1c(N)c(C(=O)CSc2nnc(-c3ccoc3C)n2C)c(=O)n(C)c1=O,-15,-2,-10,1.0,-2,-4,1,1,12
COc1ccc(Cl)cc1NC(=O)CN(C)C(=O)Cc1ccsc1,14,-6,27,1.2,22,-3,1,9,-8
Cc1ccc(Nc2cc(C)nn2-c2nc(C)cc(=O)[nH]2)cc1,63*,-16,68*,190*,76*,-3,3,76*,98*
COc1ccc(CCNC(=O)C(=O)NCC2OCCN2S(=O)(=O)c2ccc(F)cc2)cc1OC (stereo not given),5,-5,15,0.3,12,-4,-3,9,-10
# Carrying on.
SMILES,tim10-1 inh,APJ agonist,tim23-1 inh,CHOP UPR activ,NLRP3 yeast inh,XBP1 UPR activ,NR3A LBD binder,TIM10 inh,Mdm2-MdmX inh
COc1ccc2c(c1)C1NC(=S)N[C@@](C)(O2)C1C(=O)Nc1ccccc1 (stereo not given in full),-1,-1,12,1.5,6,-6,2,6,19
O=C1NC(=S)N/C1=C\C=C\c1ccccc1,-5,-4,3,0.5,7,39*,-9,16,-3
CC(=O)Nc1ccc(C(=O)Nc2ccc3c(c2)OCO3)cc1,9,-2,-11,3.1,-8,2,5,11,-15
O=C(Cc1cccs1)Nc1nnc(Cc2ccccc2)s1,19,5,9,-0.7,1,-1,-3,-24,1
Cc1ccc(C2=CC(c3cccs3)n3nnnc3N2)cc1 (stereo not given),20,-3,-23,-0.2,2,-2,0,-8,-5
O=C(Nc1nnc(COc2ccc(F)cc2)s1)c1cccs1,-9,1,9,2.0,15,1,-4,-15,18
COc1ccc(C2C=C(c3ccccc3)Nc3ncnn32)cc1 (stereo not given),22,-4,38,4.6,17,0,-1,8,-4
COC(=O)C1CC(O)CN1C(=O)Nc1ccccc1 (stereo not given),10,-1,2,1.0,1,0,-1,6,-11
COc1ccccc1CSc1ncc(-c2ccc([N+](=O)[O-])cc2)[nH]1,45*,-4,36,1.4,6,0,6,23,-7
COc1ccc(CCC(=O)NNC(=O)c2ccc(OC)cc2)cc1,2,0,22,1.8,5,1,-2,-14,-23

# Reprinted at random: 5 compounds from above
SMILES,tim10-1 inh,APJ agonist,tim23-1 inh,CHOP UPR activ,NLRP3 yeast inh,XBP1 UPR activ,NR3A LBD binder,TIM10 inh,Mdm2-MdmX inh
COc1ccc(C2C=C(c3ccccc3)Nc3ncnn32)cc1 (stereo not given),22,-4,38,4.6,17,0,-1,8,-4
O=C1NC(=S)N/C1=C\C=C\c1ccccc1,-5,-4,3,0.5,7,39*,-9,16,-3
CC(=O)Nc1ccc(C(=O)Nc2ccc3c(c2)OCO3)cc1,9,-2,-11,3.1,-8,2,5,11,-15
COc1ccc2c(c1)C1NC(=S)N[C@@](C)(O2)C1C(=O)Nc1ccccc1 (stereo not given in full),-1,-1,12,1.5,6,-6,2,6,19
COc1ccc(CCC(=O)NNC(=O)c2ccc(OC)cc2)cc1,2,0,22,1.8,5,1,-2,-14,-23

# Next section.
SMILES,tim10-1 inh,APJ agonist,tim23-1 inh,CHOP UPR activ,NLRP3 yeast inh,XBP1 UPR activ,NR3A LBD binder,TIM10 inh,Mdm2-MdmX inh
COc1ccc(Nc2nc(N)nc(COc3ccc(OC)cc3)n2)cc1,8,2,3,2.7,-5,2,3,7,-13
N/C(=N\OC(=O)c1ccc(F)cc1)c1cccc([N+](=O)[O-])c1,48*,7,28,3.3,15,-5,-2,25,-43
COCCCNC(=S)N(Cc1ccccc1)Cc1ccccc1,18,-4,26,0.3,-39,-2,0,4,-10
COc1ccc(NC(=O)CCCc2c[nH]c3ccccc23)cc1OC,4,-2,8,3.0,14,1,-2,10,5
CC(=O)Nc1nnc(SCc2ccc(C(=O)Nc3ccccc3F)cc2)s1,-6,0,3,1.4,11,-1,-1,0,12
Cc1ccc(NC(=S)N2CCC(NC(=O)c3ccc(F)cc3)CC2)cc1C,7,-4,-2,1.6,22,3,1,-10,36
O=C(COC(=O)c1ccc[nH]c1=O)Nc1cc(S(=O)(=O)N2CCCCCC2)ccc1Cl,5,-8,-4,2.1,18,0,1,3,2
CCC(=O)N1CCc2cc(Br)cc(S(=O)(=O)C3(C(=O)OC)CC3)c21,5,-4,2,0.8,13,-3,-4,4,30
CC1(C)Cc2c(cnn2-c2ccc(F)cc2)C(NC(=O)CN2CCCCC2=O)C1 (stereo not given),4,-4,-12,1.4,16,-2,0,-1,13
O=C(Nn1c(C2CCC2)nc2ccccc2c1=O)C1CCC1,8,-5,15,1.5,5,-1,2,-10,6
CCOC(=O)Cn1nc(-c2ccc(F)cc2)oc1=O,6,-2,-3,1.1,-13,-5,-1,-6,25
